JMJD2C inh = blocks human GASC-1 demethylase activity | GST-JMJD2C(1-420) H3K9me3 demethylation, DELFIA europium | AID 2099 | inhibition, % at 2.35 µM | Q9H3R0 | 330,000 compounds, 0.069% hits;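 active means more than half of a compound's replicate wells show inhibition beyond 50%, single wells judged on their own value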;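 further: signal counts dimethyl H3K9 product captured on neutravidin plate; 0% = median of DMSO wells and 100% = 0.3 times that DMSO median; strong numbers were not always called active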
Target sequence (Q9H3R0 1-420 limits assumed): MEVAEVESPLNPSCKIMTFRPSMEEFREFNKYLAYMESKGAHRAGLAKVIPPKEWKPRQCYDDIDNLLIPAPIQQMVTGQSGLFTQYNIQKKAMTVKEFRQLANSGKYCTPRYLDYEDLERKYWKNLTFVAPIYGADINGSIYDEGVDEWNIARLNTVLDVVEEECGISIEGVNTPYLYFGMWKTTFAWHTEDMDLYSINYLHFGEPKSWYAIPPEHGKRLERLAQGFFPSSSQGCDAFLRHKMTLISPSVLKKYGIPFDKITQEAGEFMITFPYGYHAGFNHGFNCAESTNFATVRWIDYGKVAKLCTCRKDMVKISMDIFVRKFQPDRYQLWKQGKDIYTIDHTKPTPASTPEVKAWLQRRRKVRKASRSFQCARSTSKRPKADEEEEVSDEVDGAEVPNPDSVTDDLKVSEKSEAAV
core dimer inh = HCV core protein dimerization inhibition | TR-FRET GST/Flag-core106 dimerization, 1536-well | inhibition, % at 5 µM | 300,000 compounds, 0.33% hits | AID 1899;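 active means inhibition above the mean of all tested compounds plus 3 SD, set per screening campaign, cut at about 45% in these data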
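Assay system – GST-tagged and Flag-tagged HCV core protein residues 1-106 · Quantity – core106 proteins, GST 13.5 nM and Flag 17 nM · Benchmarks – unlabelled core106 and no-GST-core106 wells · Read-out basis – percent inhibition of core106 dimerization signal · Detection – time-resolved FRET, ex 340 nm, em 617 and 671 nm · Schedule – 4 h at 22.5 °C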
proCasp7 act = counter-screen: procaspase-7 (human) activation; P55210; recombinant procaspase-7, Ac-DEVD-pNA absorbance 405 nm; D23A/D198A/D206A triple mutant, cannot self-cleave; scale: DMSO 0, 5 µM enzyme 100; activation, % at 8.5 µM; 330,000 compounds, 0.093% hits;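 active means percent activation above the screen-wide mean plus 3 SD, cut at about 25% in these data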
Target sequence (P55210 whole entry D23A/D198A/D206A): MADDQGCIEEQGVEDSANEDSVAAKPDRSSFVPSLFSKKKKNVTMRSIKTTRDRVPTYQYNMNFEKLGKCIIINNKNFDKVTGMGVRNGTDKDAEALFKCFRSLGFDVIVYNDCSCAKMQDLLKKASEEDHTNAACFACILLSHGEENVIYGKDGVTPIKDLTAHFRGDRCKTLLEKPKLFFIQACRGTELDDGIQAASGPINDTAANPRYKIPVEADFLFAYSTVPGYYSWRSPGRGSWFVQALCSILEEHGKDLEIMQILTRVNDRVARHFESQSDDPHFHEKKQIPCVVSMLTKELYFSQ
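Assay system: Uncleavable procaspase-7 mutant enzyme / Input: 2 µM procaspase-7 mutant as dispensed / Dosing: single nominal 8.5 µM compound dose, 0.8% DMSO final / Timing: 1 h enzyme–compound preincubation and 2 h substrate reaction, both 25 °C / Detection: p-Nitroaniline absorbance at 405 nm, read at 0 and 120 min / Replication: singlicate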
PP1 counter = counter-screen for PP5 inhibitors: inhibitors of human PP1-alpha | P62136 | inhibition, % at 6.7 µM | purified PP1alpha, OMFP fluorescence | 320,000 compounds, 0.9% hits;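 active means inhibition above the mean inhibition of all tested compounds plus 3 SD, computed separately for each screening campaign, cut at about 15% in these data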
Target sequence (P62136 whole entry, looked up): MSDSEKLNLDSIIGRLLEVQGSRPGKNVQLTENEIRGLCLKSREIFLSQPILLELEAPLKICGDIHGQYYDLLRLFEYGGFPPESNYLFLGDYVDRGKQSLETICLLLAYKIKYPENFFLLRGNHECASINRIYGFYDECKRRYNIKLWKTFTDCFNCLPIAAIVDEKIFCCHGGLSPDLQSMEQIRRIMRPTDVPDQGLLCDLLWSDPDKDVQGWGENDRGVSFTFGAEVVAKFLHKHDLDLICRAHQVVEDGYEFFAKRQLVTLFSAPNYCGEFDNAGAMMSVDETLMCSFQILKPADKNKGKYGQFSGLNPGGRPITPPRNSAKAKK
GRK2 aptamer HTS = blocks RNA aptamer binding to human GRK2; P25098; bead flow cytometry, FAM-aptamer displacement from GRK2; 330,000 compounds, 0.59% hits; AID 488847; inhibition of aptamer binding, % at 10 µM;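 active means inhibition of aptamer binding above 40%, roughly 3 SD of noise, on plates passing a quality check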;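 further: median bead fluorescence of bound FAM aptamer so fluorescent compounds give negative values; no value below 0 was filed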
Fh CTSL1 inh = cathepsin L1 inhibition, PFM18AAP counter-screen. AID 1906. inhibition, % at 5.96 µM. 300,000 compounds, 0.49% hits. recombinant F. hepatica cathepsin L1, Z-Leu-Arg-MCA fluorescence;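 active means inhibition above the mean of all tested compounds plus 3 SD, set per screening campaign, cut at about 17% in these data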;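 further: 0% = plate median of test compound wells and 100% = 1 µM Z-Phe-Ala-diazomethylketone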
PP5 primary = inhibitors of human protein phosphatase 5 (PP5). purified PP5c, OMFP substrate fluorescence. 320,000 compounds, 0.18% hits. P53041. inhibition, % at 6.7 µM;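 active means inhibition above the campaign's mean inhibition across all tested compounds plus 3 SD, cut at about 9.5% in these data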;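 further: 0% = DMSO only and 100% = 100 µM cantharidin control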
VLA-4 inh = inhibition in a human VLA-4 binding assay; P13612; VLA-4 expressing cells, ligand binding flow cytometry; inhibition, % (about 7 µM as worked out from the volumes in the protocol); 330,000 compounds, 0.2% hits; in the data active means inhibition above about 50%
proCasp3 act = activates human procaspase-3; AID 463141; activation, % at 8.5 µM; 330,000 compounds, 0.11% hits; P42574; recombinant procaspase-3 D3A, Ac-DEVD-pNA absorbance 405 nm;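 active means activation above the mean of all tested compounds plus 3 SD, cut at about 21% in these data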;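 further: 0% = DMSO alone and 100% = DMSO wells spiked with extra 5 µM PC-3 D3A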
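Compound: 8.5 µM single point, 0.8% DMSO / Material: Autoprocessing-dead procaspase-3 D3A mutant enzyme / Timing: 1 h preincubation plus 2 h reaction at 25 °C / Medium: Zinc-free HEPES/NaCl buffer with 0.01% Triton X-100 at pH 7.4 / Technique: 405 nm absorbance of p-nitroaniline, reads at 0 and 120 min / Repeats: one well per compound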
* = called active by the depositor; nt = not tested or not shown.

No.	molecule	JMJD2C inh	core dimer inh	proCasp7 act	PP1 counter	GRK2 aptamer HTS	Fh CTSL1 inh	PP5 primary	VLA-4 inh	proCasp3 act
1	Cc1nc(SC(C(=O)c2ccccc2)c2ccccc2)n[nH]1 (configuration not stated)	7	-3	-3	-3	0	0	-1.4	2	-1
2	O=C(O)Cn1nnc(-c2ccc(OCc3ccccc3Cl)cc2)n1	4	8	8	1	0	-2	1.0	5	1
3	COc1ccccc1NC(=O)c1cccnc1	53	-4	6	-11	0	-4	0.4	-4	0
4	COc1ccc(C(=O)n2nc(-c3ccco3)nc2N)cc1	-3	-6	-1	-1	5	-3	0.8	3	1
5	CCOC(=O)c1c(N2C(=O)C3C4C=CC(C4)C3C2=O)sc2c1CCC(C)C2 (configuration not stated)	-6	4	-6	-2	0	0	2.1	13	-1
6	CCc1nn(C(C)C(=O)N2CCN(c3ccccc3)CC2)c(=O)c2cc3occc3n12 (configuration not stated)	-9	-10	-2	0	5	1	2.2	2	-2
7	CCCCNC(=O)Nc1cc(C(=O)OC)ccc1Cl	17	-6	2	-2	0	-1	0.2	3	3
8	COc1ccccc1NS(=O)(=O)c1ccc(O)c(C(=O)OCC(=O)c2ccc(Cl)cc2Cl)c1	17	9	1	1	1	-1	-3.9	2	-1
9	Cc1n[nH]c(=S)n1/N=C/c1ccc(OCc2ccc(Cl)cc2Cl)cc1	-8	4	-14	7	3	-6	-6.0	6	-15
10	O=C(O)CSc1c(-c2ccccc2)[nH]c2ccccc12	9	-9	3	-3	2	4	2.1	1	10
11	Cc1ccc(OCc2cc(C(=O)N(C)CCc3ccccc3)no2)cc1C	5	-4	3	-2	2	3	1.5	35	5
12	N#Cc1nc(COc2ccc(F)cc2)oc1NCCN1CCOCC1	19	-6	-1	-2	0	-3	3.4	0	-4
13	O=C(Nc1ccc(OCc2ccccc2)cc1)c1cccnc1	12	-11	-3	-3	1	-1	1.0	14	6
14	COc1ccccc1C(=O)NCCc1c(C)[nH]c2c(C)ccc(F)c12	5	2	0	-5	0	0	1.5	13	-7
15	COc1ccc(N(CC(=O)N2CCN(c3ccc(F)cc3)CC2)S(=O)(=O)c2c(C)n[nH]c2C)cc1	-5	-2	-1	4	0	10	2.4	0	1
16	Cc1ccc(NC(=O)CSCc2n[nH]c(=O)[nH]2)c(Br)c1	4	2	2	-1	1	1	0.7	-10	4
17	COc1ccc(NC(=O)CSc2ccc(-c3sc(C)nc3C)nn2)cc1	1	1	-1	-3	6	7	-0.7	-5	10
18	COc1ccc(-c2nc(C#N)c(N3CC(C)OC(C)C3)o2)cc1OC (configuration not stated)	3	-3	12	3	0	3	0.3	-6	-6
19	O=C(NCC1CC1)c1onc(CSc2ccccc2)c1C(=O)NCC1CC1	17	-10	-2	9	4	7	-5.4	9	-7
20	CC(CN1CCOCC1)OC(=O)c1ccccc1Cl (configuration not stated)	11	-21	-2	-1	2	1	3.4	4	3
21	CCNC(=O)c1ccccc1CCc1ccccc1	1	0	4	-2	1	1	2.2	1	1
22	CN(C(=O)Cn1c(Cl)nc2c1c(=O)n(C)c(=O)n2C)C1CCS(=O)(=O)C1 (configuration not stated)	7	-1	3	-6	7	0	-0.2	-6	-2
23	CCCCC(=O)Nc1ccc(NC(=O)c2ccccc2OC)cn1	0	-1	10	3	2	1	2.1	8	-6
24	Cc1ccc(-n2c(C)nc3c(cnn3-c3ccccc3Cl)c2=O)cc1C	-4	8	-3	-5	1	6	0.3	8	2
25	Cc1nnc(SCC(=O)N(C)Cc2ccccc2)[nH]c1=O	4	12	8	-6	1	7	0.2	-4	-2
26	CC(SC(=S)N1CCOCC1)C(=O)O (configuration not stated)	38	2	-4	5	1	-7	-0.4	4	-3
27	CCOC(=O)N1CCN(C(=S)NC(=O)c2cc(Br)ccc2Cl)CC1	7	2	-6	-3	0	-1	1.5	-8	4
28	CC(=O)c1ccc(S(=O)(=O)Nc2ccc(C(=O)NCC(c3ccccc3)N(C)C)cc2)cc1 (configuration not stated)	6	2	4	-2	0	3	1.1	1	5
29	CC(=O)Nc1ccc(C(=O)CSc2nnc(Cc3ccccc3)o2)cc1	-3	-3	-16	-4	0	4	1.5	-2	1
30	CC1Cc2cc(C3(O)C(=O)c4ccccc4C3=O)ccc2N1 (configuration not stated)	-2	-1	-12	2	5	5	0.9	27	-5
31	COc1ccc(-c2nn(-c3ccccc3)cc2/C=N/O)cc1	12	-16	-2	1	0	2	2.2	1	-1
32	CCCc1nn2c(=O)cc(CSCC(=O)Nc3ccc(F)cc3)nc2s1	11	-12	-7	-5	0	3	-0.3	-11	2
33	COC(=O)Nc1ccc(S(=O)(=O)Nc2ncccn2)cc1	1	1	4	-3	0	-5	-1.0	19	1
34	Cc1nn(C)c(C)c1NC(=O)Nc1ccc(Cl)c(Cl)c1	3	-1	9	4	0	20*	-1.5	18	5
35	CCCCOC(=O)Nc1nc(CC(=O)OCC)cs1	-2	5	-13	0	4	0	3.0	19	9
36	CCC(=O)Nc1sc2c(c1C(=O)N(C)C)CCCCC2	-3	3	-8	1	5	-5	1.9	6	2
37	COc1ccc(-n2nnnc2/C=C\Nc2ccccc2C(=O)c2ccccc2)cc1	7	33	-4	5	0	2	0.3	15	10
38	Cc1ccc(N=c2ssnc2Cl)cc1	-2	5	-29	-2	0	4	2.5	9	-22
39	COc1ccc(-c2csc3ncnc(N4CCN(c5ccccc5Cl)CC4)c23)cc1	0	-34	12	3	3	-1	3.2	-5	7
40	O=C(NCC1CCCO1)C(c1cccs1)N(Cc1cccs1)C(=O)Cn1nnc(-c2cccs2)n1 (configuration not stated)	17	0	-2	3	2	8	0.8	-8	1
41	CCC(c1nnnn1CCOC)N1CCN(c2cccc(C(F)(F)F)c2)CC1 (configuration not stated)	nt	1	0	3	0	-2	-0.6	-1	-4
42	Cn1cnc([N+](=O)[O-])c1Nc1ccc(O)cc1	-10	-7	-24	-1	0	1	-1.2	-7	-20
43	CCS(=O)(=O)N1CCC(C(=O)NCc2ccc(OC)cc2)CC1	-11	-1	-7	0	0	-2	0.5	6	1
44	CN(C)CCCn1c(=O)n(C2CCCCC2)c(=O)c2c3c(sc21)CCCCC3	-13	-2	7	1	0	-5	-1.3	10	-5
45	Cc1ccc(S(=O)(=O)Oc2ccccc2/C=N/Nc2ccc(C(=O)O)cc2)cc1	15	6	-20	3	1	7	3.3	6	0
46	Cc1ccc(S(=O)(=O)N2CCOCC2)cc1NC(=O)COC(=O)Cc1ccccc1	-4	nt	-11	nt	2	nt	nt	13	2
47	COc1cc(Cl)cc(C2NC(=O)NC(C)=C2C(C)=O)c1OCC(=O)O (configuration not stated)	3	0	7	-5	3	3	-0.9	-3	4
48	O=C(c1ccc2ccccc2n1)N1CCN(c2ccccc2Cl)CC1	0	3	12	-1	0	3	2.2	14	-4
49	CCOc1ccc(N(CC(=O)NCc2ccc(Cl)cc2)S(=O)(=O)c2c(C)noc2C)cc1	0	16	14	1	2	3	-0.2	4	3
50	CC(NCCC(c1ccccc1)c1ccccc1)c1ccccc1 (configuration not stated)	-25	1	5	0	2	-1	-0.5	8	7
51	CCOC(=O)c1ccccc1NC1c2ccccc2C(=O)N1c1cc(C)ccn1 (configuration not stated)	-17	2	11	-3	3	2	5.7	16	0
52	COCCn1c(SCC(=O)NNC(=O)c2cc(Cl)ccc2OC)nnc1-c1ccncc1	8	nt	-1	-3	0	nt	-1.3	43	6
53	CC[C@]12c3[nH]c4ccccc4c3CCN1C(=O)C(CC(=O)NCCCN(C)C)C[C@@H]2C(=O)N1CCN(C(=O)c2ccco2)CC1 (some centres not stated)	6	nt	13	nt	0	nt	nt	2	-3
54	Cc1ccc2c(c1)N(C(=O)CCC(=O)NCCN1CCOCC1)CC(C)O2 (configuration not stated)	-6	3	14	-5	0	-1	0.9	39	3
55	CN(CC(O)COc1ccc(S(=O)(=O)N2CCOCC2)cc1Cl)C1CCCCC1 (configuration not stated)	-8	3	6	-3	0	3	-0.7	1	1
56	Cc1ccccc1C(=O)OC(C)CN1CCN(C)CC1 (configuration not stated)	1	0	11	7	0	-3	0.9	20	6
57	N#Cc1nc(-c2cccs2)oc1NCCN1CCOCC1	4	-7	0	-2	0	0	1.6	14	5
58	COC(=O)c1cc(NC(=O)Cn2c(=O)cnc3ccccc32)cc(C(=O)OC)c1	24	2	-5	9	7	-1	1.3	12	-1
59	CC(C)C(c1nnnn1C1CCCC1)N1CCCCC1 (configuration not stated)	3	1	5	-7	1	0	1.1	37	-19
60	Cc1ccc(C(=O)N2CC(=O)Nc3ccc(F)cc3C2c2ccc(F)cc2)cc1 (configuration not stated)	3	12	16	1	9	0	1.2	2	8

(cont.)
No.	molecule	JMJD2C inh	core dimer inh	proCasp7 act	PP1 counter	GRK2 aptamer HTS	Fh CTSL1 inh	PP5 primary	VLA-4 inh	proCasp3 act
61	COc1ccc2c([N+](=O)[O-])c(N3CCCC3)[nH]c2c1	13	-11	15	-1	1	0	-1.9	1	1
62	Cc1cc(/C=C2\C(=N)N3N=C(c4ccco4)SC3=NC2=O)c(C)n1Cc1ccccc1	3	42	-34	15	0	0	0.7	4	-41
63	CCCCOCCCNC(=O)c1ccc(OCC)cc1	-11	-7	7	-1	0	-2	2.0	1	1
64	CCCCNC(=O)CS(=O)Cc1nc(-c2ccc(C)cc2)oc1C (configuration not stated)	-1	0	4	-1	1	0	-0.3	4	-11
65	O=C(Nc1cc(S(=O)(=O)N2CCCCC2)ccc1Cl)c1ccc(F)cc1	-16	nt	2	-2	0	nt	3.5	24	6
66	O=C1CSc2ccc(C(=O)NCC(c3ccco3)N3CCCCC3)cc2N1 (configuration not stated)	-2	7	7	-8	0	0	-2.5	13	-1
67	COc1ccc(CCNCc2ccccc2N2CCCC2)cc1	13	-4	9	4	0	-1	0.0	6	-2
68	CCOc1ncccc1C(=O)Nc1cc(S(=O)(=O)N2CCOCC2)ccc1OCC(F)(F)F	-4	nt	4	nt	1	nt	nt	-6	-4
69	O=C(Cn1cncn1)NCc1ccccc1Br	-4	-3	14	-3	0	0	1.2	40	2

Part of the list above, with values under each structure:
Value order: JMJD2C inh | core dimer inh | proCasp7 act | PP1 counter | GRK2 aptamer HTS | Fh CTSL1 inh | PP5 primary | VLA-4 inh | proCasp3 act
#66 O=C1CSc2ccc(C(=O)NCC(c3ccco3)N3CCCCC3)cc2N1 (configuration not stated)
→ -2 | 7 | 7 | -8 | 0 | 0 | -2.5 | 13 | -1
#67 COc1ccc(CCNCc2ccccc2N2CCCC2)cc1
→ 13 | -4 | 9 | 4 | 0 | -1 | 0.0 | 6 | -2
#68 CCOc1ncccc1C(=O)Nc1cc(S(=O)(=O)N2CCOCC2)ccc1OCC(F)(F)F
→ -4 | nt | 4 | nt | 1 | nt | nt | -6 | -4
#69 O=C(Cn1cncn1)NCc1ccccc1Br
→ -4 | -3 | 14 | -3 | 0 | 0 | 1.2 | 40 | 2

Screening data as filed in PubChem BioAssay.
